High-throughput results (PubChem)
CD11b adhes enh: enhancers of human CD11b/CD18 binding to fibrinogen; K562 CD11b/CD18 adhesion to fibrinogen, ATPlite luminescence; P05107+P11215; 93,000 tested, 0.07% active; AID 1499; activation, % at 10 µM;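 active = 10 µM primary screen giving 50% or more activity, confirmed by 40% or more on retest at that dose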; note: strong numbers were not always called active
Target sequence (P05107 whole entry, looked up, other chains not shown): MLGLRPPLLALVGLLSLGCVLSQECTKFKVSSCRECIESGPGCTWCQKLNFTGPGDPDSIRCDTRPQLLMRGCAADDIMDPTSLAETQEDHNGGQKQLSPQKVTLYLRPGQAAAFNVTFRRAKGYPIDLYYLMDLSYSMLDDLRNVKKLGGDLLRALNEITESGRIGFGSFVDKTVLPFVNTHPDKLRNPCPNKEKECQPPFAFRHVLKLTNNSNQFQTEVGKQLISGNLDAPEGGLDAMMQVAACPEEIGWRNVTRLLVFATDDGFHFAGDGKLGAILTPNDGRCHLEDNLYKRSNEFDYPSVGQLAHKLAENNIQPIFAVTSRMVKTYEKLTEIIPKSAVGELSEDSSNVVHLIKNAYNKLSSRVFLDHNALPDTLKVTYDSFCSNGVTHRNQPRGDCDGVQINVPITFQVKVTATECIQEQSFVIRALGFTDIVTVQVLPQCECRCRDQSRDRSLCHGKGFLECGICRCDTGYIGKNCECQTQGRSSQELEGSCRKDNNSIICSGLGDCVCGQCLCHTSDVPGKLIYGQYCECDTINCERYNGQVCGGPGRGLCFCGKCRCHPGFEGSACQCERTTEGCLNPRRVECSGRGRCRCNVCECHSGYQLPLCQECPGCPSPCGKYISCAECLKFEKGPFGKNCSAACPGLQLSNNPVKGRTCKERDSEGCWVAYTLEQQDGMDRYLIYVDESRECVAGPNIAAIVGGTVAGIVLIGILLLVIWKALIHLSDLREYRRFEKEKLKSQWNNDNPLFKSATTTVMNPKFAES
HUVEC prolif 384: blocks proliferation of human endothelial cells; HUVEC proliferation, CellTiter-Glo luminescence, 72 h; stronger effect = lower value; viability, % at 10 µM (by protocol); 86,000 tested, 1.1% active; AID 648;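 active = viability at or below 30%; inactive = viability above 30%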;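 note: 100% = median luminescence of DMSO-only cell control wells on each plate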
CYP2C19 act: cytochrome P450 2C19 (human) activation; P33261; activation factor at 5 µM; recombinant CYP2C19, luciferin-H EGE luminescence; stronger effect = higher value; 0 = fully inhibited enzyme, 1 = untreated enzyme; 96,000 tested, under 10 active;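 active = activation factor of at least 2 at 5 µM in the primary screen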;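 note: 0 = wells with 2.5 mM tranylcypromine and 1 = vehicle-only wells; values of inactives mirror those of a sister screen read the other way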
CYP2C19 inhib: inhibitors of human CYP2C19; P33261; CYP2C19 Supersomes, luciferin-H EGE luminescence, 30 min; inhibition, % at 5 µM; 96,000 tested, 21% active;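 active = CYP2C19 inhibition above a set limit at 5 µM in the primary screen, cut at about 50% in these data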;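 note: plate controls were negative control wells for no effect and 2.5 mM tranylcypromine positive control for full effect; values of inactives mirror those of a sister screen read the other way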
ERa coact pot: ER-alpha (human) coactivator binding potentiation; TR-FRET ERalpha-LBD/SRC-Cy5 coactivator binding, 2 h; 100 = basal binding, no effect; 86,000 tested, 1.3% active; P03372; coactivator binding (% of control), % at 25.6 µM; in the data active = activity above about 200%;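 note: binding measured in presence of low estradiol as agonist stimulus; 0% = peptide alone without receptor and 100% = receptor with peptide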
ERa SRC1 inh: blocks coactivator binding to human estrogen receptor alpha; TR-FRET ER-alpha LBD / SRC-1 peptide, estradiol-bound; inhibition, % at 25.6 µM; 86,000 tested, 1.7% active; in the data active = inhibition above about 50%;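 note: 0% = receptor plus peptide control and 100% = peptide only without receptor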
CD11b adhes inh: blocks human CD11b/CD18 adhesion to fibrinogen. P05107+P11215. AID 1497. K562 CD11b/CD18 adhesion to fibrinogen, ATPlite luminescence; Mn2+ added to activate the integrin. inhibition, % at 10 µM. 93,000 tested, 0.54% active;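 active = primary inhibition of 50% or more at 10 µM, then 40% or more on retest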; note: some results filed as inactive read as strong as hits
Fibroblast inh: blocks proliferation of human lung fibroblasts; 85,000 tested, 1.1% active; LL 47 human lung fibroblast viability, ATP luminescence; stronger effect = lower value; viability, % at 10 µM; AID 719;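 active = viability at or below 50% in the single dose screen; inactive = viability above 50%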;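 note: compound exposure lasted 72 h before the ATP readout; 100% = median luminescence of untreated cell-only wells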
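Test system: LL 47 human lung fibroblasts; Quantity: 1,150 cells/well; Buffer or medium: IMEM plus 15% FBS; Dosing: tenfold compound dosing solution, DMSO at 0.1%; Timing: overnight cell rest, 72 h compound treatment at 37 °C; Detection: ATP-based CellTiter-Glo luminescent readout; Read-out basis: viability percentage against median untreated-cell control; Controls: cell-only wells, no compound.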
H69AR growth 86K: growth inhibitors of human H69AR lung tumor cells | AID 598 | H69AR lung tumor viability, ATP luminescence, 72 h; stronger effect = lower value | viability, % at 10 µM | 85,000 tested, 6% active;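 active = viability at or below 40%; inactive = viability above 40%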;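 note: multidrug resistant small cell line overexpressing MRP-1 efflux transporter; 100% = mean luminescence of untreated control wells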
Starred values were filed as active, the others as inactive; . = not tested or not shown; [ ] = remark or other dose.

structure	CD11b adhes enh	HUVEC prolif 384	CYP2C19 act	CYP2C19 inhib	ERa coact pot	ERa SRC1 inh	CD11b adhes inh	Fibroblast inh	H69AR growth 86K
CCCNC(=O)Cn1cnc2sc(C(=O)Nc3cc(OC)c(OC)c(OC)c3)c(C)c2c1=O	-2	89	0.6	37	104	16[fluorescence artefact?]	-6	103	88
O=C(CN1c2cccc3cccc(c23)S1(=O)=O)N1CCOCC1	3	100	0.7	25	90[fluorescence artefact?]	10	-17	108	97
CCOC(=O)N1CCN(C(=O)c2ccc3nc(C)sc3c2)CC1	-5	101	0.7	32	121	1	-9	99	80
COc1ccc(C2C(C(=O)N3CCOCC3)CCC(=O)N2c2ccc(OC)cc2)cc1 (stereo not drawn)	-4	98	1.1	-12	112	7[fluorescence artefact?]	19	103	83
Cc1ccc(-n2c(C)nc3oc4ccccc4c(=O)c3c2=O)cc1	-1	87	0.8	18	36[fluorescence artefact?]	91*[fluorescence artefact?]	20	102	68
O=C(c1cccs1)N1CCn2c1nc1ccccc12	0	92	1	4	102	-45	1	104	76
COc1cc(OC)c(-c2nc3cnccc3n2C)cc1OC	4	96	0.2	75*	111	-27	-19	107	99
COc1ccc(CN2C(=O)[C@@H]3C(c4ccc(F)cc4)=NO[C@@H]3C2=O)cc1	-1	94	1.1	-11	119	-3	-16	100	94
Cc1cc(-c2nn3c(-c4ccccc4)nnc3s2)c2ccccc2n1	0	77	0.2	79*	98[fluorescence artefact?]	73*	-33	99	77
CN1CCN(C(=O)C2CC(c3ccc(F)cc3)=NO2)CC1 (stereo not drawn)	-1	102	0.8	16	100[fluorescence artefact?]	8[fluorescence artefact?]	3	102	97
Cc1ccc(S(=O)(=O)Nc2ccc3c(c2)nc(CN2CCCC2)n3C)cc1	-5	92	1	0	114	0	-7	92	82
O=C(C1CCCCC1)N1CCC(c2nc3ccccc3[nH]2)CC1	3	99	0.9	8	85	7[fluorescence artefact?]	-5	104	93
COc1ccc(-c2cnc(OC(C)(C)C)nc2OC(C)(C)C)cc1OC	5	.	0.9	8	.	.	2	.	.
CC(C)c1ccc(NS(=O)(=O)c2cn(C)c(=O)n(C)c2=O)cc1	4	105	0.7	34	105	1	-58	92	97
O=C(NCCO)C(F)(F)C(F)(F)C(F)(F)OC(F)(C(=O)NCCO)C(F)(F)F (stereo not drawn)	2	98	1	2	110[fluorescence artefact?]	-2	12	92	94

One compound at a time (already shown).
`CC(C)c1ccc(NS(=O)(=O)c2cn(C)c(=O)n(C)c2=O)cc1` is listed with CD11b adhes enh: 4; HUVEC prolif 384: 105; CYP2C19 act: 0.7; CYP2C19 inhib: 34; ERa coact pot: 105; ERa SRC1 inh: 1; CD11b adhes inh: -58; Fibroblast inh: 92; H69AR growth 86K: 97
`O=C(C1CCCCC1)N1CCC(c2nc3ccccc3[nH]2)CC1` is listed with CD11b adhes enh: 3; HUVEC prolif 384: 99; CYP2C19 act: 0.9; CYP2C19 inhib: 8; ERa coact pot: 85; ERa SRC1 inh: 7[fluorescence artefact?]; CD11b adhes inh: -5; Fibroblast inh: 104; H69AR growth 86K: 93

The list goes on:
structure	CD11b adhes enh	HUVEC prolif 384	CYP2C19 act	CYP2C19 inhib	ERa coact pot	ERa SRC1 inh	CD11b adhes inh	Fibroblast inh	H69AR growth 86K
O=C(NCc1ccccc1)N1CCn2c(nc3ccccc32)C1	.	107	.	.	133	-6	.	103	93
Cc1nn(C)cc1CNC(=O)C1C2CCC(O2)C1C(=O)O (stereo not drawn)	0	41	1.1	-12	124	-4	-16	93	99
CCCC(=O)Nc1cc(=O)n(C)c(=O)n1C	1	101	0.9	5	108	-3	0	107	91
COc1cc(C2CC(=O)c3cnc(NC(C)=O)nc3C2)cc(OC)c1OC (stereo not drawn)	.	90	.	.	115	0	.	99	74
COc1cccc(N=c2oc3ccccc3cc2-c2nc3ccccc3[nH]2)c1	66	.	0.6	38	.	.	-3	.	.
COc1ccc(C)cc1S(=O)(=O)N(CC(=O)O)c1ccc(C)cc1	-2	103	0.9	15	105	-4	-4	108	100
CCOc1ccc(C(=O)COC(=O)CC)cc1	-2	.	1	4	.	.	-4	.	.
COC(=O)C(Cc1ccc(O)cc1)NC(=O)C(C)Oc1ccccc1 (stereo not drawn)	0	100	0.1	94*	115	-5	6	105	93
CCOc1ccc2nc3c(cc2c1)CN(CCOC)C(=NCCOC)S3	.	88	1	3	483*[fluorescence artefact?]	43[fluorescence artefact?]	.	100	62
O=C(NCc1ccco1)c1c2c(nc3ccccc13)CCC2	64	100	0.9	11	21[fluorescence artefact?]	93*[fluorescence artefact?]	-6	99	91
CC1(C)CC(=O)C(C=NCCN2CCN(C(=O)C34CC5CC(CC(C5)C3)C4)CC2)=C(O)C1	0	98	0.7	34	110	3[fluorescence artefact?]	-17	100	89
O=C(CC1Oc2ccccc2NC1=O)NCCCN1CCN(Cc2ccccc2)CC1 (stereo not drawn)	0	91	1	-1	135	-3	-18	96	95
O=C(C1CCCN(S(=O)(=O)c2cnc[nH]2)C1)N1CC(=O)N(CCc2ccccc2)C(=O)C1 (stereo not drawn)	-3	114	0.9	12	127[fluorescence artefact?]	-2	-4	111	99
Cc1n[nH]c(C)c1S(=O)(=O)N1CCN(C(=O)c2ccco2)CC1	-2	105	1	-3	92	-2	-7	103	107
c1ccc2c(c1)CCOC2CNCCCN1CCCCC1 (stereo not drawn)	.	100	.	.	96	5	.	107	84

Following part
structure	CD11b adhes enh	HUVEC prolif 384	CYP2C19 act	CYP2C19 inhib	ERa coact pot	ERa SRC1 inh	CD11b adhes inh	Fibroblast inh	H69AR growth 86K
Cn1nnc2cc(C(=O)NC3CCCCC3)ccc21	0	104	1	2	93	-2	-20	99	73
Cc1ccccc1Cn1c2ccccc2c2cnn(CC(=O)N3CCN(c4ccccc4)CC3)c(=O)c21	28	.	0.4	62*	.	.	1	.	.
CCCCNC(=O)CSc1cc(=O)n(C)c2ccccc12	-6	101	0.9	9	111[fluorescence artefact?]	5[fluorescence artefact?]	-6	105	89
Cc1csc(SC(C)C(=O)Nc2ccc(Cl)cn2)n1 (stereo not drawn)	-3	94	0.6	38	100	5	-20	95	103
CCCNC(=O)CSc1nc(-c2cccs2)cc(C(F)(F)F)n1	.	100	0.3	68*	96	1	.	97	88
COC(=O)CSc1nc(C)c2ccc(OC)cc2n1	.	102	.	.	100	-6	.	103	87
CC(C)C(=O)Nc1cccc(C(=O)Nc2nccs2)c1	3	100	0.8	20	126	-6	-1	94	106
Cc1ccc(-n2ncc3c(N4CCN(c5ccccc5)CC4)ncnc32)c(C)c1	1	61	1	-5	112	-5	15	80	44
O=C(O)c1ccc2c(c1)C(=O)N(c1cc(C(=O)O)ccc1Br)C2=O	-2	93	0.9	9	94	0	-19	95	92
O=C(CCN1C(=O)/C(=C/C=C/c2ccccc2)SC1=S)Nc1nccs1	44	.	1.1	-7	.	.	-8	.	.
CN1CCN(Cc2cc(=O)oc3ccc(Cl)cc23)CC1	-5	101	0.9	7	133	3[fluorescence artefact?]	-9	102	103
Cc1onc(-c2c(Cl)cccc2Cl)c1C(=O)c1c[nH]c(C(=O)NC2CC2)c1	-1	.	1	1	.	.	2	.	.
COc1cc(C)nc(OCCNC(=O)COc2ccc(Cl)cc2Cl)n1	0	89	0.3	73*	93	-3	-2	98	83
O=C(Oc1ccccc1OC(=O)N1CCOCC1)N1CCOCC1	-1	90	0.9	8	110	-5	6	98	102
CN(CCOC(=O)c1ccc2c(c1)OCCO2)Cc1ccccc1	-1	104	0.5	54*	114	-2	-4	100	99

Next part.
structure	CD11b adhes enh	HUVEC prolif 384	CYP2C19 act	CYP2C19 inhib	ERa coact pot	ERa SRC1 inh	CD11b adhes inh	Fibroblast inh	H69AR growth 86K
O=C(OCC(F)(F)F)c1cccc(COc2ccc3ccccc3c2)c1	-3	.	0.5	52*	.	.	12	.	.
C=CCN(c1ccc(C(=O)N2CCCC2)cc1)S(C)(=O)=O	-2	105	0.9	7	183	21	-4	99	88
O=C(Nc1ccc2c(c1)OCCO2)c1ccc(NC(=O)C2CCCO2)cc1 (stereo not drawn)	-6	.	0.7	29	.	.	-10	.	.
Nc1nc(CSc2ncccn2)nc(Nc2ccccc2)n1	-1	83	1.1	-15	110[fluorescence artefact?]	-6	5	92	102
O=C(NCCCCNC(=O)c1ccco1)c1ccco1	-2	102	1	-2	114	9	-17	106	91
O=C(CCS(=O)(=O)c1cccc2nonc12)N1CCCc2ccccc21	-2	93	0.6	36	147[fluorescence artefact?]	-15	-1	95	88
CCn1cc(C(=O)NCc2cccnc2)c2cc(OC)c(OC)cc2c1=O	4	79	1.1	-6	106	1[fluorescence artefact?]	7	98	81
CCc1ccc(-c2nc(CSCC(=O)N3CCN(c4ncccn4)CC3)c(C)o2)cc1	-7	.	0.7	29	.	.	79*	.	.
Cc1c(NC2=NC3(CCCCC3)Cc3ccccc32)c(=O)n(C)n1-c1ccccc1	.	94	.	.	101	1[fluorescence artefact?]	.	104	85
C=CCC(NCc1ccco1)c1ccc(OC)cc1 (stereo not drawn)	.	108	1	0	105	37	.	97	92
Cc1csc(NC(=O)CCn2c(=O)sc3ccccc32)n1	1	98	0.2	79*	121	3	-19	99	89
C=CCn1c(-c2cccn(Cc3ccc(Cl)cc3)c2=O)n[nH]c1=S	3	.	0.7	28	.	.	-1	.	.
CCN(CC)CCNC(=O)Cn1nc(Cc2ccccc2)c2ccccc2c1=O	2	96	1	2	120	-14	-19	102	97
CN(Cc1ccccc1)C(=O)CCNS(=O)(=O)c1ccc2c(c1)oc(=O)n2C	-3	93	0.5	49	73	14	-42	108	94
CCCOc1ccc(/C(O)=C2/C(=O)C(=O)N(CCCOC)C2c2cccnc2)cc1 (stereo not drawn)	-6	102	1.2	-20	107	-2	.	96	102

More entries:
structure	CD11b adhes enh	HUVEC prolif 384	CYP2C19 act	CYP2C19 inhib	ERa coact pot	ERa SRC1 inh	CD11b adhes inh	Fibroblast inh	H69AR growth 86K
COc1ccc(C(=O)Nc2cccnc2)cc1	-3	98	0.9	13	114	1	-9	113	102
CC(=O)c1cc(-c2ccccc2)[nH]c1N1CCOCC1	-1	102	0.8	16	91	3	-36	95	87
CCN(CC)c1ncnc2c1cnn2C	-3	107	0.9	9	118[fluorescence artefact?]	8	-7	99	99
CC(C(=O)NCCCN1CCOCC1)n1cccc1C(=O)c1ccccc1 (stereo not drawn)	.	81	.	.	65	2	.	86	95
